TCR CD3 inh: inhibitors of human TCR-CD3 interaction; TAMRA-labeled TCR probe fluorescence, biochemical; inhibition, % at 9.4 µM; 360,000 compounds, 0.37% hits; AID 651800; in the data active = inhibition above about 19%;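 note: recombinant mutant TCR 2C K166C tagged with TAMRA read by polarization; 0% = receptor in buffer alone and 100% = receptor with positive control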
Rev-erbA mod: modulators of human Rev-erb alpha DNA binding; AID 1259318; activity, % at 10 µM; 370,000 compounds, 0.79% hits; P20393; Rev-erbα–FITC-DNA binding, fluorescence polarization, 90 min;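 active = activity above about 14%, limit read from the data; passing the limit was not always enough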;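 note: 0% = DMSO wells with 35 nM protein and 100% = DMSO wells with 750 nM protein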
Target sequence (P20393 whole entry, looked up): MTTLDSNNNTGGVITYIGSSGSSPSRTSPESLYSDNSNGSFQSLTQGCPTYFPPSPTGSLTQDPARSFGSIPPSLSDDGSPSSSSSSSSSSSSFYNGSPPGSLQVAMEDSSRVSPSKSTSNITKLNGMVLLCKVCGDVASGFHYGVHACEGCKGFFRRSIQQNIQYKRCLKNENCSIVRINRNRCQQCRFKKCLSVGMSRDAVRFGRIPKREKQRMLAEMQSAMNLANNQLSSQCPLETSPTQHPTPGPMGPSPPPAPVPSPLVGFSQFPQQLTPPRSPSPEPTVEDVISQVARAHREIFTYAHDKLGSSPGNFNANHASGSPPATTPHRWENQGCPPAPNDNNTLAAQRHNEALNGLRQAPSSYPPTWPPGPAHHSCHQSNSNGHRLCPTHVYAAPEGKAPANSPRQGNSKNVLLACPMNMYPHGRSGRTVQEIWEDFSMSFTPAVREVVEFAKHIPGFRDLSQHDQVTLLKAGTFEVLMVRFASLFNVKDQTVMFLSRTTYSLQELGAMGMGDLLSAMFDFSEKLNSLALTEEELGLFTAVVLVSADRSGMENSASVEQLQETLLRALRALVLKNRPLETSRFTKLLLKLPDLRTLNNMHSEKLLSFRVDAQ
LEDGF integ inh: blocks HIV-1 LEDGF/p75-dependent DNA integration. AID 743269. TR-FRET IN-LEDGF/p75 DNA integration, Eu/Cy5. inhibition, % at 3.7 µM. 370,000 compounds, 0.64% hits;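 active = inhibition above the screen-wide mean plus 3 SD, cut at about 13% in these data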;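 note: signal is the Cy5 over europium emission ratio at 671 and 618 nm; 0% = plate median of compound wells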
rCAG RNA binder: molecules binding r(CAG) RNA repeats; inhibition, % at 3 µM; r(CAG) RNA repeat, TO-PRO-1 dye displacement fluorescence; 370,000 compounds, 1.3% hits;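 active = inhibition above the plate cutoff, the mean of all test compounds on that plate plus 3 SD, cut at about 35% in these data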;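 note: 0% = DMSO alone and 100% = 100 µM mitoxantrone as full dye displacement; higher means more dye released from RNA so lower well fluorescence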
PG9 binder: PG9 antibody binding by small molecule; TR-FRET gp120-PG9 antibody binding; inhibition, % at 6.7 µM; 360,000 compounds, 0.43% hits; in the data active = inhibition above about 8.5%
UHRF1 binding: human UHRF1 methylated DNA binding inhibitors | Q96T88 | UHRF1 binding to methylated oligo, TR-FRET | inhibition, % at 4.4 µM | 370,000 compounds, 0.75% hits | AID 687016; in the data active = inhibition above about 21%;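 note: UHRF1 SRA domain binding a hemimethylated CpG hairpin DNA probe; 0% = median of test compound wells and 100% = reference inhibitor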
MBD2 inh: MBD2-methylated oligo binding inhibition; Q9UBB5; TR-FRET, MBD2 binding to methylated oligonucleotide; inhibition, % at 4.4 µM; 370,000 compounds, 0.31% hits; in the data active = inhibition above about 13%
mABHD4 FP: inhibits mouse alpha/beta hydrolase domain 4 | inhibition, % at 8.92 µM | 370,000 compounds, 0.54% hits | purified mABHD4, FP-Rh probe fluorescence polarization;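 active = inhibition exceeding the mean over every tested compound plus 3 SD, cut at about 30% in these data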;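 note: 0% = plate median of compound wells and 100% = S159A mutant with DMSO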
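system = mouse ABHD4 enzyme, wild type | medium = HEPES pH 7.0, NaCl, Pluronic buffer | also added = FP-Rh probe | incubation = Enzyme–compound pre-incubation 45 min, then probe 60 min, both 25 °C | technique = fluorescence polarization, excitation 525 nm, emission 598 nm, BODIPY TMR filters | controls = S159A mutant high control, sample median low control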
HTRA1 inh: blocks human HTRA1 serine peptidase; recombinant HTRA1, FP-rhodamine activity-based probe, fluorescence polarization; 340,000 compounds, 0.5% hits; inhibition, % at 5.96 µM; in the data active = inhibition above about 36%;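 note: 0% = enzyme with DMSO and 100% = wells lacking enzyme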
Target sequence (Q92743 whole entry, looked up): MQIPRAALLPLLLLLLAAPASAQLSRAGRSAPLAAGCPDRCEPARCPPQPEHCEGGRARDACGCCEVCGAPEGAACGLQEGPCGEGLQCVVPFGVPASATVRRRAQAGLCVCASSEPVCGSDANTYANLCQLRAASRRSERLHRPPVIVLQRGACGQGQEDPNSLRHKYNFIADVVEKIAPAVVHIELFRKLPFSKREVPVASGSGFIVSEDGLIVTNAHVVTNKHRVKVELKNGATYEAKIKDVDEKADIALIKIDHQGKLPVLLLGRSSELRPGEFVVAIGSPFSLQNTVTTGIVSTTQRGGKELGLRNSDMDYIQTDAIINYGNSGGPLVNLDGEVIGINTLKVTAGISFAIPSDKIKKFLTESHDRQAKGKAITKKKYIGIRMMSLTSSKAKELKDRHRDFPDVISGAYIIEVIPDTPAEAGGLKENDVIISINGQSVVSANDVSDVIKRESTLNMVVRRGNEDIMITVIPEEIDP
PRMT1 inh: inhibitors of human PRMT1 | recombinant PRMT1, activity-based probe fluorescence polarization | 370,000 compounds, 1.3% hits | AID 652257 | inhibition, % at 2.79 µM;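 active = inhibition above about 21% made by adding two undisclosed values, limit read from the data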
Active calls of the source: *.

What do the screens show for `Cc1cc(C)n2nc(C(=O)OCC(=O)N3CC(C)CC(C)C3)nc2n1` (stereo unspecified)?
TCR CD3 inh: 4; Rev-erbA mod: -5; LEDGF integ inh: -2; rCAG RNA binder: -5; PG9 binder: -1.9; UHRF1 binding: 0; MBD2 inh: 0; mABHD4 FP: 2; HTRA1 inh: -7; PRMT1 inh: -2

Results for COc1ccccc1OCCSc1nc2ccccc2n1CC(N)=O ?
TCR CD3 inh: 3; Rev-erbA mod: -1; LEDGF integ inh: -1; rCAG RNA binder: -3; PG9 binder: -3.0; UHRF1 binding: -1; MBD2 inh: -2; mABHD4 FP: -3; HTRA1 inh: 3; PRMT1 inh: -3

How did CC(=O)OC1CC2(C)/C(=N\O)CCC2C2CCc3cc(O)ccc3C12 (stereo unspecified) do in these assays?
TCR CD3 inh: 3; Rev-erbA mod: 0; LEDGF integ inh: 3; rCAG RNA binder: -8; PG9 binder: -0.4; UHRF1 binding: -4; MBD2 inh: 0; mABHD4 FP: -4; HTRA1 inh: -11; PRMT1 inh: 2

What do the screens show for `COc1ccc(S[C@]2(C(=O)NCCc3ccccc3)CC(=O)N[C@@H]2c2ccc(OC)cc2)cc1`?
Rev-erbA mod: 6; LEDGF integ inh: 10; rCAG RNA binder: 2; UHRF1 binding: 4; MBD2 inh: -5; mABHD4 FP: -6; PRMT1 inh: -6

How did COc1ccc(S(=O)(=O)N2CCOC23CCN(S(=O)(=O)c2ccc(F)cc2)CC3)cc1 do in these assays?
TCR CD3 inh: 1; Rev-erbA mod: 0; LEDGF integ inh: 1; rCAG RNA binder: -1; PG9 binder: 0.2; UHRF1 binding: 0; MBD2 inh: 3; mABHD4 FP: 0; HTRA1 inh: -7; PRMT1 inh: -1

What do the screens show for `Cc1cc(C(=O)Nc2ccccc2C)c2ccccc2n1`?
TCR CD3 inh: -3; Rev-erbA mod: 1; LEDGF integ inh: -6; rCAG RNA binder: -1; PG9 binder: 0.6; UHRF1 binding: -1; MBD2 inh: 0; mABHD4 FP: 7; HTRA1 inh: -1; PRMT1 inh: -1

What do the screens show for `O=C(NNC(=O)c1ccc2ccccc2c1)c1cccc(F)c1`?
TCR CD3 inh: 1; Rev-erbA mod: 0; LEDGF integ inh: 0; rCAG RNA binder: 2; PG9 binder: -1.6; UHRF1 binding: 0; MBD2 inh: 2; mABHD4 FP: -7; HTRA1 inh: 4; PRMT1 inh: 2

What do the screens show for `CCCc1cc(Nc2ccccc2)n2ncnc2n1`?
TCR CD3 inh: -9; Rev-erbA mod: -3; LEDGF integ inh: 5; rCAG RNA binder: 2; PG9 binder: -2.9; UHRF1 binding: 2; MBD2 inh: -4; mABHD4 FP: -6; HTRA1 inh: 5; PRMT1 inh: -1

How did CN1CCN(c2ccc(NC(=O)c3cc4ccccc4o3)cc2)CC1 do in these assays?
TCR CD3 inh: 2; Rev-erbA mod: -3; LEDGF integ inh: -1; rCAG RNA binder: -6; PG9 binder: -1.2; UHRF1 binding: -3; MBD2 inh: 1; mABHD4 FP: 1; HTRA1 inh: 7; PRMT1 inh: -2

How did CCOC(=O)/C(=C/Nc1ccc(F)cc1)[N+](=O)[O-] do in these assays?
TCR CD3 inh: -7; Rev-erbA mod: 1; LEDGF integ inh: -5; rCAG RNA binder: -2; PG9 binder: -0.2; UHRF1 binding: -2; MBD2 inh: 1; mABHD4 FP: -3; HTRA1 inh: -3; PRMT1 inh: 1

Quoted at random: 2 compounds from above.
What do the screens show for `Cc1cc(C)n2nc(C(=O)OCC(=O)N3CC(C)CC(C)C3)nc2n1` (stereo unspecified)?
TCR CD3 inh: 4; Rev-erbA mod: -5; LEDGF integ inh: -2; rCAG RNA binder: -5; PG9 binder: -1.9; UHRF1 binding: 0; MBD2 inh: 0; mABHD4 FP: 2; HTRA1 inh: -7; PRMT1 inh: -2

How did CCOC(=O)/C(=C/Nc1ccc(F)cc1)[N+](=O)[O-] do in these assays?
TCR CD3 inh: -7; Rev-erbA mod: 1; LEDGF integ inh: -5; rCAG RNA binder: -2; PG9 binder: -0.2; UHRF1 binding: -2; MBD2 inh: 1; mABHD4 FP: -3; HTRA1 inh: -3; PRMT1 inh: 1

(continued)
How did CCOC(=O)CNc1nc(Cl)nc(Nc2ccccc2)n1 do in these assays?
TCR CD3 inh: 4; Rev-erbA mod: -6; LEDGF integ inh: -2; rCAG RNA binder: -4; PG9 binder: -1.3; UHRF1 binding: 0; MBD2 inh: -4; mABHD4 FP: 2; HTRA1 inh: 2; PRMT1 inh: -1

How did CCOC(=O)CSC1=C(C#N)C(c2ccc(OC)cc2)C2=C(CC(C)(C)CC2=O)N1 (stereo unspecified) do in these assays?
TCR CD3 inh: -3; Rev-erbA mod: 2; LEDGF integ inh: 0; rCAG RNA binder: -7; PG9 binder: -0.1; UHRF1 binding: 1; MBD2 inh: -1; mABHD4 FP: -3; HTRA1 inh: -13; PRMT1 inh: 11

How did O=C(Oc1ccc(O)cc1)C12CC3CC(CC(C3)C1)C2 do in these assays?
TCR CD3 inh: 3; Rev-erbA mod: 12; LEDGF integ inh: 5; rCAG RNA binder: -4; PG9 binder: -1.9; UHRF1 binding: -2; MBD2 inh: 0; mABHD4 FP: -11; HTRA1 inh: -12; PRMT1 inh: -1

Results for O=C(NCCCc1ccccc1)C1CC1 ?
TCR CD3 inh: 4; Rev-erbA mod: 1; LEDGF integ inh: -2; rCAG RNA binder: 0; PG9 binder: 1.1; UHRF1 binding: 1; MBD2 inh: -4; mABHD4 FP: 6; PRMT1 inh: 3

Results for COc1ccc(NS(=O)(=O)c2cc(NC(=O)Cn3cnc4c3c(=O)n(C)c(=O)n4C)ccc2C)cc1 ?
TCR CD3 inh: -3; Rev-erbA mod: 2; LEDGF integ inh: 4; rCAG RNA binder: 15; PG9 binder: 0.6; UHRF1 binding: 1; MBD2 inh: 1; mABHD4 FP: -2; HTRA1 inh: -8; PRMT1 inh: 5

How did Cc1c(N=C2NC(=O)/C(=C/c3ccc(O)cc3)S2)c(=O)n(-c2ccccc2)n1C do in these assays?
TCR CD3 inh: 3; Rev-erbA mod: 1; LEDGF integ inh: -1; rCAG RNA binder: 7; PG9 binder: -3.2; UHRF1 binding: -5; MBD2 inh: -9; mABHD4 FP: 6; HTRA1 inh: 1; PRMT1 inh: 1

Results for COc1ccc(C2CC(C(F)(F)F)n3nc(C(N)=O)c(Cl)c3N2)cc1OC (stereo unspecified) ?
TCR CD3 inh: 1; Rev-erbA mod: 1; LEDGF integ inh: 1; rCAG RNA binder: -1; PG9 binder: 4.3; UHRF1 binding: 3; MBD2 inh: 8; mABHD4 FP: -8; HTRA1 inh: 0; PRMT1 inh: 4

How did Cc1ccccc1NC(=O)Cc1nc(COC(=O)c2cccc(O)c2)cs1 do in these assays?
TCR CD3 inh: 2; Rev-erbA mod: 5; LEDGF integ inh: 0; rCAG RNA binder: 4; PG9 binder: -2.0; UHRF1 binding: 0; MBD2 inh: -2; mABHD4 FP: 12; HTRA1 inh: -12; PRMT1 inh: 0

Results for CNCCC(=O)N1c2ccccc2CCc2ccc(NC(=O)OC)cc21 ?
TCR CD3 inh: -11; Rev-erbA mod: -2; LEDGF integ inh: -8; rCAG RNA binder: 5; PG9 binder: 0.5; UHRF1 binding: 3; MBD2 inh: 0; mABHD4 FP: 1; HTRA1 inh: 9; PRMT1 inh: 4

Results for COc1ccc(NC(=O)CCN2CCN(Cc3ccccc3)CC2)c(OC)c1 ?
TCR CD3 inh: 1; Rev-erbA mod: -1; LEDGF integ inh: 2; rCAG RNA binder: -5; PG9 binder: -1.5; UHRF1 binding: 0; MBD2 inh: 1; mABHD4 FP: 0; HTRA1 inh: 5; PRMT1 inh: -2

Results for CCC(C)(C)NC(=O)C(c1ccc(OC)cc1)N(C(=O)CCC(=O)Nc1cc(C)on1)C(C)(C)C (stereo unspecified) ?
TCR CD3 inh: -1; Rev-erbA mod: -1; LEDGF integ inh: 0; rCAG RNA binder: -7; PG9 binder: 1.3; UHRF1 binding: 1; MBD2 inh: 5; mABHD4 FP: -9; HTRA1 inh: 7; PRMT1 inh: 5

Results for Cc1nc(-c2cccs2)sc1C(=O)O ?
TCR CD3 inh: 7; Rev-erbA mod: 0; LEDGF integ inh: 2; rCAG RNA binder: 2; PG9 binder: -3.7; UHRF1 binding: 17; MBD2 inh: 7; mABHD4 FP: -1; HTRA1 inh: 3; PRMT1 inh: -1

How did COC(=O)[C@]12C[C@H](CC(=O)NCc3cccs3)C(=O)N(CCC3=CCCCC3)C1=C[C@H](C(C)(C)C)O[C@@H]2C do in these assays?
TCR CD3 inh: -4; Rev-erbA mod: 1; LEDGF integ inh: -3; rCAG RNA binder: 1; PG9 binder: -0.9; UHRF1 binding: 2; MBD2 inh: 0; mABHD4 FP: -6; PRMT1 inh: 3

What do the screens show for `COc1cc(OC)cc(-c2noc(-c3csc([C@H]4C[C@H](O)[C@@H](CO)O4)n3)n2)c1`?
TCR CD3 inh: -7; Rev-erbA mod: -1; LEDGF integ inh: -4; rCAG RNA binder: 3; PG9 binder: -0.4; UHRF1 binding: 4; MBD2 inh: 3; mABHD4 FP: -19; PRMT1 inh: 9

What do the screens show for `CN(CC(=O)Nc1ccc(Cl)c(C(F)(F)F)c1)C(=O)/C=C/c1cccs1`?
TCR CD3 inh: -2; Rev-erbA mod: 0; LEDGF integ inh: -2; rCAG RNA binder: 8; PG9 binder: -1.8; UHRF1 binding: -1; MBD2 inh: -3; mABHD4 FP: -12; HTRA1 inh: -29; PRMT1 inh: -4

What do the screens show for `CC(C)CC(NC(=O)c1ccccc1)C(=O)OCC(=O)Nc1ccc(S(N)(=O)=O)cc1` (stereo unspecified)?
TCR CD3 inh: -8; Rev-erbA mod: 0; LEDGF integ inh: 4; rCAG RNA binder: 11; PG9 binder: -4.1; UHRF1 binding: 11; MBD2 inh: 3; mABHD4 FP: -7; HTRA1 inh: -5; PRMT1 inh: -2

What do the screens show for `O=C(Cn1[nH]c(=O)c2ccccc2c1=O)Nc1ccc2c(c1)CCC2`?
TCR CD3 inh: 2; Rev-erbA mod: -7; LEDGF integ inh: 3; rCAG RNA binder: 8; PG9 binder: -0.5; UHRF1 binding: 2; MBD2 inh: 4; mABHD4 FP: -1; HTRA1 inh: -8; PRMT1 inh: -1

How did Cc1ccc(-n2c(C)nnc2SCC(=O)NNC(=O)c2ccco2)cc1 do in these assays?
TCR CD3 inh: 11; Rev-erbA mod: -4; LEDGF integ inh: 4; rCAG RNA binder: -3; PG9 binder: -2.1; UHRF1 binding: 1; MBD2 inh: -1; mABHD4 FP: 3; HTRA1 inh: 2; PRMT1 inh: -2

What do the screens show for `O=C(c1ccccc1)C(C(=O)N1CCCCC1)n1ccccc1=O` (stereo unspecified)?
TCR CD3 inh: -5; Rev-erbA mod: -2; LEDGF integ inh: -2; rCAG RNA binder: 0; PG9 binder: 3.3; UHRF1 binding: 0; MBD2 inh: -4; mABHD4 FP: -5; HTRA1 inh: 7; PRMT1 inh: 4

Results for COc1ccc(C(=O)n2c(C)c(CCO)c(=O)n2C)cc1 ?
TCR CD3 inh: 1; Rev-erbA mod: 0; LEDGF integ inh: 1; rCAG RNA binder: 1; PG9 binder: -3.4; UHRF1 binding: -2; MBD2 inh: 2; mABHD4 FP: -6; HTRA1 inh: 4; PRMT1 inh: -2

Bioassay records: PubChem BioAssay, several laboratories

Not all compounds are listed. The share of hits here may be higher or lower than overall.
